High-throughput results as filed in PubChem BioAssay.
RNase H inhibition – RNase H inhibition, HIV 1 Gag Pol polyprotein, FRET biochemical assay, screening (AID 372); HIV-1 RT RNase H, FRET RNA/DNA substrate fluorescence; higher % means a stronger effect; inhibition, % at 10 µM, or IC50 in µM where a hit was titrated; 0.77% of 100,000 active; in the data active = inhibition above about 50%
The depositor's hits bear a star. Not all compounds are listed, so the mix of outcomes need not match the whole.

A first look:
structure	RNase H inhibition
CCOC(=O)C1C(=O)C=C(/C=C/c2ccccc2)CC1c1ccccc1 (centres undefined)	15%
CCOC(=O)C1=C(C)NC(C)=C(C(=O)OC)C1c1ccc(Cl)cc1 (centres undefined)	10%

All compounds of this part, previewed entries included:
structure	RNase H inhibition
CCOC(=O)C1C(=O)C=C(/C=C/c2ccccc2)CC1c1ccccc1 (centres undefined)	15%
CCOC(=O)C1=C(C)NC(C)=C(C(=O)OC)C1c1ccc(Cl)cc1 (centres undefined)	10%
COc1ccc(C(=O)Nc2cccc(NC(=O)CCc3ccccc3)c2)cc1OC	19%
Cc1nc2cc(-c3cccc(Cl)c3)nn2c(C)c1Cl	0%
CC(C)C(NC(=O)C(Cc1ccccc1)NC(=O)c1ccccc1)C(=O)O (centres undefined)	13%
CCOc1ccc2oc(=O)cc(C)c2c1	6%
C/C=C/c1ccc(OCCOCCOc2ccc(C)cc2Cl)c(OC)c1	22%
COc1cc(/C=N/c2sc3c(c2C#N)CCCC3)cc(Br)c1O	15%
O=C(/C=C/c1ccc(-c2cccc([N+](=O)[O-])c2)o1)c1ccco1	29%
O=C(COc1ccccc1)NCCCN1CCOCC1	0%
CCCCOC(=O)c1c(C)n(-c2ccccc2)c2ccc(OC(C)=O)cc12	11%
O=C1CC(N2CCN(C(c3ccccc3)c3ccccc3)CC2)C(=O)N1c1ccc(S(=O)(=O)N2CCOCC2)cc1 (centres undefined)	8%

More results follow:
structure	RNase H inhibition
Cc1cc2nc3s/c(=C\c4cccn4-c4ccc([N+](=O)[O-])cc4)c(=O)n3c2cc1C	1%
CCCCCOC(=O)C1=C(C)N(C)C(=O)NC1c1ccccc1I (centres undefined)	27%
O=C(Nc1ccccc1)c1ccc(NS(=O)(=O)c2ccccc2)cc1	0%
CCN(CC)c1ccc(N2C(=O)/C(=C/c3ccc(OC)c(OC)c3)SC2=S)cc1	4%
O=C(CSc1nnc2c3ccccc3n(CCc3ccccc3)c2n1)Nc1ccc([N+](=O)[O-])cc1	17%
CCOC(=O)c1c[nH]c2c(OC)cccc2c1=O	2%
N#C/C(=C\c1cccc(O)c1)c1nc2ccccc2[nH]1	9%
CCN(CC)C(=O)c1sc(NC(=O)C(C)(C)C)c(C(=O)OC)c1C	43%
CCOC(=O)C(CC(C)C)NC(=O)CCN1C(=O)c2ccccc2C1=O (centres undefined)	0%
CCOC(=O)C1CCN(S(=O)(=O)c2ccc(C)c([N+](=O)[O-])c2)CC1	15%
COc1ccc(S(=O)(=O)Nc2ccc(Oc3ccccc3)cc2)cc1OC	17%
CCC(C)N1CCN(S(=O)(=O)c2ccccc2)CC1 (centres undefined)	5%

Remaining list, next part:
structure	RNase H inhibition
COc1cc2ccccc2cc1C(=O)Nc1cccc(C)c1C	28%
CCOC(=O)Oc1ccc2oc(=O)cc(C)c2c1	2%
NC(=O)c1ccc(NCc2ccco2)c([N+](=O)[O-])c1	2%
COc1ccc(C(=O)NC(=S)Nc2ccc(NC(=O)c3cc4ccccc4o3)c(OC)c2)cc1	7%
Cc1ccc(CN2C(=O)CSC2c2cn(-c3ccccc3)nc2-c2ccccc2)cc1 (centres undefined)	14%
O=C1NC(c2ccc(Cl)cc2)Nc2c1sc(=S)n2-c1ccccc1 (centres undefined)	5%
COc1c(I)cc(I)cc1/C=C1/C(=O)NN(c2ccc(C)cc2)C1=O	34%
O=c1/c(=C/c2ccc([N+](=O)[O-])cc2)sc2nnc(-c3ccccc3)n12	2%
C=CCNC(=O)CN(c1cccc(OC)c1)S(=O)(=O)c1ccccc1	0%
CCOC(=O)C1=C(C)N=c2s/c(=C\c3c(C)[nH]c4ccccc34)c(=O)n2C1c1ccc(OC)cc1 (centres undefined)	16%
O=C(NC12CCC(O)C(SC1)/C2=N/O)c1ccccc1 (centres undefined)	0%
Cc1ccccc1C(=O)NNC(=O)Cc1ccc(Cl)cc1	4%

Next records
structure	RNase H inhibition
COc1cc(OC)c(C2C(C#N)=C(N)OC3=C2C(=O)CC(C)C3)cc1OC (centres undefined)	4%
Cc1ccc(NC(=O)c2ccccc2Cl)cc1C	0%
Cc1cc(Cl)ccc1OC(C)C(=O)NCCc1ccccc1 (centres undefined)	15%
CCOc1ccc(C(=O)Nc2cccc(C(C)=O)c2)cc1	4%
C=CCc1cccc(/C=N/NC(=O)CSc2nc3ccccc3[nH]2)c1O	6%
C=CCC(NCc1ccccc1)c1ccc(C)o1 (centres undefined)	2%
Cc1c(C(=O)NC(=S)Nc2ccc3c4c(cccc24)CC3)cccc1[N+](=O)[O-]	11%
O=C(CSc1nnnn1-c1ccccc1)Nc1cccc(F)c1	19%
CC1(C)CC(=O)C2=C(C1)N=C1c3ccccc3C(=O)C1C2c1ccc(Br)cc1 (centres undefined)	8%
CCOc1ccccc1/C=N/NC(=O)c1ccccc1C	3%
N#C/C(=C/c1ccc(OCC(=O)O)cc1)C(=O)Nc1cccc(Br)c1	7%
O=C1C(=O)N(CCCn2ccnc2)C(c2cccc(F)c2)/C1=C(\O)c1ccc(Cl)cc1 (centres undefined)	5%

Going on with the list:
Molecule | RNase H inhibition
COCC(O)CSCc1ccccc1 (centres undefined) | 4%
OC(CNCc1ccccc1)Cn1c2ccc(Cl)cc2c2cc(Cl)ccc21 (centres undefined) | 0%
Cc1cc(Cl)ccc1OCC(=O)Nc1ccc([N+](=O)[O-])cc1 | 15%
CN(C)NC(=O)C1CCC(C)(C(=O)O)C1(C)C (centres undefined) | 3%
Clc1cccc(N2CCN(c3ncnc4c3cnn4-c3ccccc3)CC2)c1 | 10%
CC(C)Oc1ccc(CN(C)C)cc1CN(C)C | 0%
Nc1ccc2c(c1)C(=O)N(c1ccccc1)C2=O | 8%
OC1CCN(Cc2c(F)cccc2Cl)CC1 | 4%
O=C1CCCN1CP(=O)(O)CN1CCCC1=O | 5%
Cc1ccc2nc(-c3ccc(N=Cc4c[nH]c5ccccc45)cc3)sc2c1 | 3%
COc1cccc(OCCOc2ccc(/C=C3\SC(N)=NC3=O)cc2)c1 | 49%
COC(=O)c1ccccc1NC(=O)CN(c1ccc(Br)cc1)S(C)(=O)=O | 9%
CC(Sc1ccc(Cl)cc1)C(=O)Nc1ccccc1Br (centres undefined) | 24%
Cc1cccc(C)c1NC(=O)c1ccc(CN2CCOCC2)cc1 | 0%
Cc1ccc(C(=O)Oc2ccc(NS(=O)(=O)c3cc(C)ccc3C)cc2)cc1 | 11%
CN(C)c1ccc(/C=N/OC(=O)Nc2ccccc2)cc1 | 7%
O=C(COc1ccccc1Br)N/N=C/c1ccccc1 | 3%
COc1ccc(NC(=O)Cc2nnc(NC(=O)Nc3ccc(Cl)cc3Cl)s2)cc1 | 19%
COc1ccc(N/C(C)=C/C(=O)c2ccc(Cl)cc2)c(OC)c1 | 11%
CCCCOc1ccc(NC(=O)c2cccc([N+](=O)[O-])c2C)cc1 | 13%
C=CCN1C(=O)C(Cc2ccc(OC)cc2)S/C1=N\N=C\c1cccs1 (centres undefined) | 6%
CCOC(=O)c1c(NC(=O)C(CC)Oc2ccccc2)sc(C(=O)N(CC)CC)c1C (centres undefined) | 12%
O=C(c1ccc(Br)c([N+](=O)[O-])c1)N1CCCCCC1 | 1%
CN1C(=O)/C(=N\OC(=O)c2cccc(F)c2)c2ccccc21 | 4%
CCOc1ccc(/C=C2\SC(=S)N(CCC(=O)N3CCN(C)CC3)C2=O)cc1 | 10%
CN1C(=O)/C(=C/c2cccn2-c2ccc([N+](=O)[O-])cc2)SC1=S | 42%
CC(=O)c1cc(F)c(N2CCN(C(=O)c3c(F)c(F)cc(C)c3Cl)CC2)cc1C | 16%
CCc1ccc(C2C(C(=O)OC)=C(C)NC3=C2C(=O)CCC3)s1 (centres undefined) | 7%
COc1ccccc1N1CCN(C2CC(=O)N(c3ccc(Cl)cc3)C2=O)CC1 (centres undefined) | 1%
CCOC(=O)c1ccc(NC(=S)NCCc2ccc(Cl)cc2)cc1 | 22%

Additional results.
Molecule | RNase H inhibition
CCOc1ccc(-c2csc(-c3cc4cc(Cl)cc(Cl)c4oc3=O)n2)cc1 | 5%
CCC(NC(=O)Nc1c(C)cc(C)cc1C)(C(F)(F)F)C(F)(F)F | 9%
Cc1ccc2cc(C3=C/C(=C/c4ccccc4[N+](=O)[O-])C(=O)O3)ccc2c1 | 0%
COc1cc2c(cc1OC)CN(Cc1ccc3c(c1)Cc1ccccc1-3)CC2 | 10%
CCNC(=O)CC1S/C(=N\N=C(/C)c2ccc([N+](=O)[O-])cc2)NC1=O (centres undefined) | 12%
CC(C)CCNc1ncnc2sc3c(c12)CCCC3 | 10%
CCC1CCCCN1Cc1cccc(Oc2ccc(Cl)cc2)c1 (centres undefined) | 7%
CCOc1cc(C=O)cc(Cl)c1OCc1ccc(Cl)c(Cl)c1 | 11%
CCOc1ccc(N/C=C\C(=O)c2ccc3c(c2)OCO3)cc1 | 18%
C/C(=N\Nc1nc(-c2ccccc2)cs1)c1ccc([N+](=O)[O-])cc1 | 13%
O=C(Nc1nc2ccc(Cl)cc2s1)c1ccc(Br)cc1 | 9%
Cc1ccc(/C(N)=N/OC(=O)c2cccc(C)c2)cc1 | 7%
Cc1cc(C)c(NC(=O)COc2cc(C)c(Cl)c(C)c2)c(C)c1 | 0%
COC(=O)c1ccc(NS(=O)(=O)c2ccc(OC)c([N+](=O)[O-])c2)cc1 | 0%
CCOc1ccc(-c2ncnn2-c2cccc(Cl)c2C)cc1 | 4%
Cc1cnnn1-c1cccc([N+](=O)[O-])c1 | 0%
NC(=O)COc1cccc2cccnc12 | 14%
C=CCN1C(=O)/C(=C\c2ccc(OC(=O)c3ccc(Cl)cc3Cl)cc2)SC1=S | 15%
Cc1cc(Cl)ccc1N(CC(=O)NCc1ccc(Cl)cc1Cl)S(=O)(=O)c1ccccc1 | 8%
Cc1ccc2nc(SCC(=O)Nc3cccc([N+](=O)[O-])c3)[nH]c2c1 | 17%
COc1cc(/C=N\Nc2nnc(C)c(=O)[nH]2)cc([N+](=O)[O-])c1O | 13%
CCOc1cccc(NC(=O)/C(C#N)=C\c2ccc(-c3cccc([N+](=O)[O-])c3)o2)c1 | 10%
CCc1cc2c(=O)c(-c3nc4ccccc4n3C)c(C)oc2c(CN2CCOCC2)c1O | 12%
COc1ccccc1NC(=O)CN1C(=O)c2ccccc2C1=O | 6%
N=c1n(Cc2ccc(Cl)cc2)c2ccccc2n1CC(O)COc1ccccc1 (centres undefined) | 2%
N#CC1=C(N)Oc2cc(O)ccc2C1c1cccnc1 (centres undefined) | 9%
O=[N+]([O-])c1cccc(-c2n[nH]c(-c3ccccc3)c2-c2nc3ccccc3[nH]2)c1 | 19%
Cc1ccc(N2C(=O)NC(=O)/C(=C\c3ccc(OCC(=O)O)c(Br)c3)C2=O)cc1 | 3%
CN1C(=O)C(=Cc2ccccc2OCc2ccccc2F)C(=O)N(C)C1=S | 8%
CCCc1nnc(NC(=O)CNc2ccc(F)cc2)s1 | 2%

5 entries already listed, arranged by molar mass, highest first.
Molecule | RNase H inhibition
N=c1n(Cc2ccc(Cl)cc2)c2ccccc2n1CC(O)COc1ccccc1 (centres undefined) | 2%
COC(=O)c1ccc(NS(=O)(=O)c2ccc(OC)c([N+](=O)[O-])c2)cc1 | 0%
CCOc1cc(C=O)cc(Cl)c1OCc1ccc(Cl)c(Cl)c1 | 11%
Cc1cc(C)c(NC(=O)COc2cc(C)c(Cl)c(C)c2)c(C)c1 | 0%
COc1cc(/C=N\Nc2nnc(C)c(=O)[nH]2)cc([N+](=O)[O-])c1O | 13%

Further entries follow:
Molecule | RNase H inhibition
CCOC(=O)c1ccc(N/C=C(\C#N)c2nc(-c3cc4cc(Br)ccc4oc3=O)cs2)cc1 | 2%
C=CCn1c(-c2cccc(Br)c2)n[nH]c1=S | 0%
COc1cc(C(=O)NC(C)C)cc(OC)c1OC | 0%
CC1(C)CC(=O)CC(C)(C)N1 | 2%
O=C(N=Nc1c(O)n(CCc2ccccc2)c2ccccc12)c1cc(Cl)ccc1O | 19%
CCCCC1(C)NC(=S)N(c2ccc(Cl)cc2)N1 (centres undefined) | 3%
COC(=O)c1c(NC(=O)/C=C/c2ccc(C)o2)sc(C)c1C | 13%
C=CCNc1nc(-c2ccc(OC)c(OC)c2)cs1 | 6%
Cc1ccc(C2=NN(C(=O)CCC(=O)O)C(c3ccc(F)cc3)C2)cc1 (centres undefined) | 3%
CC(C)c1cc(C(C)C)c(S(=O)(=O)NCCO)c(C(C)C)c1 | 0%
Cc1cc(C)nc(/N=C(\N)Nc2cc(C(F)(F)F)ccc2Cl)n1 | 6%
CC1=C(C(=O)Nc2ccc(F)cc2)C(c2ccc([N+](=O)[O-])cc2)C2=C(CC(c3ccccc3)CC2=O)N1 (centres undefined) | 13%
C1CCN(c2nc3nonc3nc2N2CCCCC2)CC1 | 4%
COc1ccc(N/C=C(\C#N)c2nc(-c3ccc(CC(C)C)cc3)cs2)cc1 | 3%
O=C(N/N=C/c1ccc(-c2ccc(Cl)cc2)o1)c1ccc(O)cc1 | 10%
CCC1CCc2c(sc3nc(SCC(=O)NCc4ccco4)n(-c4ccccc4)c(=O)c23)C1 (centres undefined) | 42%
CC1=C(C(=O)Nc2ccc(Br)cc2)C(c2ccc(Cl)cc2)NC(=O)N1 (centres undefined) | 2%
C=CCc1ccccc1OCC(=O)NN | 1%
CCOP(=O)(OCC)C(Nc1ccc(I)cc1)c1ccc(O)cc1 (centres undefined) | 5%
CCOC(=O)c1cccc(NC(=O)c2ccncc2)c1 | 3%
CC(=O)Nc1ccc(NC(=O)c2cc(Cl)ccc2Cl)cc1 | 6%
CCC1=NN(C(=O)c2cccc(O)c2)C(O)(C(F)(F)F)C1 (centres undefined) | 0%
CCOC(=O)CC(=O)CSc1nc(C)c2cc(OCC)ccc2n1 | 16%
Cc1ccccc1NC(=O)CSc1ccc(Cl)cc1Cl | 48%

A few values from the list.
Reading for CCOC(=O)c1ccc(N/C=C(\C#N)c2nc(-c3cc4cc(Br)ccc4oc3=O)cs2)cc1 in RNase H inhibition: 2%
Reading for CCC1=NN(C(=O)c2cccc(O)c2)C(O)(C(F)(F)F)C1 (centres undefined) in RNase H inhibition: 0%
Reading for CCOP(=O)(OCC)C(Nc1ccc(I)cc1)c1ccc(O)cc1 (centres undefined) in RNase H inhibition: 5%
Reading for CCC1CCc2c(sc3nc(SCC(=O)NCc4ccco4)n(-c4ccccc4)c(=O)c23)C1 (centres undefined) in RNase H inhibition: 42%
Reading for CCCCC1(C)NC(=S)N(c2ccc(Cl)cc2)N1 (centres undefined) in RNase H inhibition: 3%
